Compound activity as filed in PubChem BioAssay.
Kir21 inh: blocks the mouse Kir2.1 inward-rectifier potassium channel. HEK293-Kir2.1, FluxOR thallium flux fluorescence; active compounds read low. AID 1672. B-score at 10 µM. 310,000 tested, 0.85% active. P35561;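 active means fluorescence ratio B-score at or below minus 3 SD of library scores, with starting-brightness B-score within 2 SD, cut at about -4.2 in these data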;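 further: channel flux triggered by added potassium and thallium sulfate stimulus; B-score of peak minus minimum fluorescence over baseline after thallium stimulus; more negative B-score means stronger Kir2.1 block with less thallium influx; some compounds called inactive have numbers as strong as hits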
Target sequence (P35561 whole entry, looked up): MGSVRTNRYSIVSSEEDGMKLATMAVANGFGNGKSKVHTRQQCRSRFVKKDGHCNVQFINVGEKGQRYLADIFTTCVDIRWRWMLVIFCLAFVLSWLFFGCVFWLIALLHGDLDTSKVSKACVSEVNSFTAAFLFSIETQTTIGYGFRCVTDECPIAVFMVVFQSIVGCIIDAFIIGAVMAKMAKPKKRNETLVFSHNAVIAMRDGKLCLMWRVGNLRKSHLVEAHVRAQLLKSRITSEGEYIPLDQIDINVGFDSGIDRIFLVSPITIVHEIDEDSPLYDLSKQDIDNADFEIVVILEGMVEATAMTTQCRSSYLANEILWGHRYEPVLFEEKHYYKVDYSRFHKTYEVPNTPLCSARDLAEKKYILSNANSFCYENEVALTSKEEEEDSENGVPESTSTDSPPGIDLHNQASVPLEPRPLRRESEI
KCNQ2 inh: KCNQ2 potassium channel inhibitors, primary screen, cell-based, CHO-K1, FluxOR thallium flux, B-score (AID 2156) | 310,000 tested, 1.1% active | O88943 | B-score at 10 µM | 20 min; active compounds read low;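 active means fluorescence ratio B-score at most minus 3 library SDs, with starting brightness B-score within 2 library SDs, cut at about -5.5 in these data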
CHT inh: inhibits the human high affinity choline transporter; Q9GZV3; CHT-expressing cells, membrane potential dye, choline response; active compounds read low; B-score at 10 µM; 310,000 tested, 0.86% active;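 active means B-score over 3 SD under the library average, and starting fluorescence ratio not unusually high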;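 further: choline stimulus applied at its EC90 after an EC20 pre-addition; B-score computed on integrated fluorescence ratio after choline addition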
Target sequence (Q9GZV3 whole entry, looked up): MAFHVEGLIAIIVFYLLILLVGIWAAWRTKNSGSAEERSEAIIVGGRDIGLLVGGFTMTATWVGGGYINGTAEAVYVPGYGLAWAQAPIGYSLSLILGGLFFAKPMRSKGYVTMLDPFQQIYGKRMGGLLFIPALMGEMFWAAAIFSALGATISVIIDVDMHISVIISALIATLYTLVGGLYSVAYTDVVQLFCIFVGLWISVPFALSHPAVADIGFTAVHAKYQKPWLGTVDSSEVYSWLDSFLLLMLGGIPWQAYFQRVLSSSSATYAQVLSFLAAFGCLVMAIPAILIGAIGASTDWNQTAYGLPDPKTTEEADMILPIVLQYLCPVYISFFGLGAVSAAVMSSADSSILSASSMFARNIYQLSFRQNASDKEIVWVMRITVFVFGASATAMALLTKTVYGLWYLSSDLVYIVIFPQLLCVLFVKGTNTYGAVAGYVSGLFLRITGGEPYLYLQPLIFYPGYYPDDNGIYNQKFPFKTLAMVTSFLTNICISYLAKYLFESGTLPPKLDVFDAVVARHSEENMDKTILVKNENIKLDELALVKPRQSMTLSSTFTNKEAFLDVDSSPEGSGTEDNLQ
An asterisk follows results filed as active; i = inactive.

Structure | Kir21 inh | KCNQ2 inh | CHT inh
COc1ccc(C(OC(=O)c2cccs2)C(=O)NCC2CCCO2)cc1 (stereo unspecified) | -1.72 | i | i
CC(C)CC(C(=O)O)N(Cc1ccccc1)Cc1ccccc1 (stereo unspecified) | 0.79 | i | i
Cn1c(SCCN2CCCC2)nnc1C1CCN(S(=O)(=O)c2ccc(F)cc2)CC1 | 0.53 | i | i
Cc1ccc2nc(SCC(=O)Nc3cccc(F)c3)nc(=O)n2c1 | 0.52 | i | i
CC(=O)c1ccc(N2CCN(C(=O)C(=O)c3c(C)[nH]c4ccccc34)CC2)cc1 | -0.5 | i | i
Cc1n[nH]c(=S)n1/N=C/c1ccc(-c2ccc(Cl)cc2)o1 | -0.51 | i | i
O=C(O)/C=C/C(=O)NNC(=O)c1cccc(Br)c1 | -0.56 | i | i
CN(Cc1ccccc1)C(=O)c1ccc2c(c1)OCCO2 | 0.96 | i | i
O=C(CNC(=O)c1cccs1)NCCN1CCN(c2ccccc2F)CC1 | -0.01 | i | i
COc1ccc(N2C(=O)c3cccc4cccc(c34)C2=O)nn1 | 0.11 | i | i
Cc1ccc(C(=O)O)c(C(=O)Nc2nc3ccccc3s2)c1 | 0 | i | i
COc1ccc(S(=O)(=O)N2CCCC(N(C)CCc3ccccc3)C2)cc1OC (stereo unspecified) | 0.57 | i | i
O=S(=O)(c1ccccc1)N1CCN(c2cccc(Cl)c2)CC1 | -0.03 | i | i
CCCC(c1nnnn1Cc1ccco1)N1CCN(C(=O)c2ccco2)CC1 (stereo unspecified) | -1.11 | i | i
CC1CCCC(NC(=O)COC(=O)c2cc(S(=O)(=O)N3CCCCC3)ccc2N2CCOCC2)C1C (stereo unspecified) | -1.96 | i | i
CCn1c(SCC(=O)Nc2ccc(OC)cc2)nc2c1c(=O)n(C)c(=O)n2C | -2.09 | i | i
C=CCNC(=O)N1c2ccccc2Sc2ccccc21 | -0.93 | i | i
c1ccc(C(Cc2nc(-c3ccccn3)no2)c2ccccc2)cc1 | -0.48 | i | i
COc1ccc(/C=N/N2C(=O)c3ccccc3C2=O)cc1 | 0.24 | i | i
COc1ccc(OS(=O)(=O)c2c(C)noc2C)cc1 | -0.55 | i | i
O=C(CCN1C(=O)C2CC=C(Cl)CC2C1=O)NCc1ccco1 (stereo unspecified) | 0.51 | i | i
Clc1ccc(CSc2ncccn2)cc1 | 0.96 | i | i
Cc1nc(Sc2nnnn2-c2ccccc2)c(C#N)c(C)c1C | -4.87* | i | i
S=C(Nc1ccc(Cl)c(Cl)c1)N1CCOCC1 | 1.01 | i | i
Cc1cc(OC(=O)c2ccc(S(=O)(=O)N(C)C)cc2)c([N+](=O)[O-])c(=O)[nH]1 | 0.03 | i | i
CCC(C)Nc1nc2c(c(=O)[nH]c(=O)n2C)n1CCCc1ccccc1 (stereo unspecified) | -0.4 | i | i
C=C(C)c1cccc(C(C)(C)NC(=O)NCCCN2CCCC2=O)c1 | -0.27 | i | i
COc1ccccc1NC(=O)CS(=O)(=O)c1cn(CC(=O)N2CCOCC2)c2ccccc12 | 0.36 | i | i
COc1ccccc1-c1noc(-c2ccccc2C(=O)Nc2ccccc2)n1 | 0.27 | i | i
CS(=O)(=O)c1ccc2nnn(OCC(=O)Nc3cccc(C#N)c3)c2c1 | 0.48 | i | i
Cc1ccc(Nc2nnc(SCC(=O)NC(Cc3c[nH]c4ccccc34)C(=O)O)s2)cc1 (stereo unspecified) | 0.1 | i | i
Cn1c(SCc2cccc(F)c2)nnc1-c1cnccn1 | -1.3 | i | i
Cc1ccccc1NC(=O)CSc1nnnn1C | 0.13 | i | i
COc1cccc(OCc2nnc(SCC(=O)OC3CCCCC3)n2C)c1 | -4.83* | i | i
COc1ccc(CNC(=O)CC23CC4CC(CC(C4)C2)C3)cc1 | -1.39 | i | i
CCN1CCN(C(=O)c2c(-c3ccccc3)noc2C)CC1 | 1.27 | i | i
O=[N+]([O-])c1ccccc1/C=N/NC1=NCCCCC1 | 0.06 | i | i
Cc1ccc(S(=O)(=O)Nc2cccc(Oc3cnccn3)c2)cc1 | -1.56 | i | i
Cc1ccc(C)c(S(=O)(=O)Nc2ccccc2C(=O)Nc2cc(C)on2)c1 | -0.86 | i | i
Cn1c(SCC(N)=O)nnc1-c1ccccc1 | -0.76 | i | i
O=C(O)c1ccc(Cl)c2c1C1C=CCC1C(c1ccccn1)N2 (stereo unspecified) | 1.23 | i | i
C=C1CC(C(=O)N/N=C/c2ccc(O)cc2)C1 | -0.97 | i | i
C=CCC1(CC=C)CCCN1C(=O)CC1C(=O)NCCN1Cc1cccc(OC)c1OC (stereo unspecified) | 1.6 | i | i
Cc1ccc(Nc2ccc(C(N)=O)cc2[N+](=O)[O-])cc1C | -0.04 | i | i
O=C(NCC(c1cccs1)N1CCOCC1)c1ccccc1NS(=O)(=O)c1ccc(Cl)c([N+](=O)[O-])c1 (stereo unspecified) | 0.5 | -6.24* | i
O=C(Nc1ccc(OC(F)F)c(Cl)c1)C(c1ccccc1)c1ccccc1 | -0.75 | i | i
COC(=O)CC1C(=O)NCCN1C(=O)CSc1nnnn1-c1ccc(OC)cc1 (stereo unspecified) | -1.11 | i | i
O=C(NCc1ccncc1)c1cccc(F)c1 | 0.21 | i | i
COC(=O)C1=NNC2(c3ccc(C)cc3)C(=O)N(c3ccc(C)cc3)C(=O)C12 (stereo unspecified) | 0.41 | i | i
NS(=O)(=O)c1ccc(N/N=C/c2ccc(C(=O)O)cc2)c([N+](=O)[O-])c1 | 0.98 | i | i

Carrying on.
Structure | Kir21 inh | KCNQ2 inh | CHT inh
NS(=O)(=O)c1ccc(S(=O)(=O)c2ccccc2)nc1 | -0.64 | i | i
Cc1ccc(C2=NN(CC(=O)NCCN(C)C)C(=O)CC2)cc1 | -0.14 | i | i
COc1ccc(C(=O)N=S2CCN(C(=O)c3ccc(Cl)cc3)CC2)cc1 | 0.4 | i | i
O=C(Nc1ccc(Br)cc1)c1ccco1 | 1.41 | i | i
Cc1ccc(NC(=O)Cn2cccc2)c(C)c1 | 0.07 | i | i
CC(OC(=O)c1cc(=O)[nH]c2ccccc12)C(=O)NC1CCCCC1C (stereo unspecified) | -0.01 | i | i
Cc1ccc(-c2nc(CSCC(=O)N3CCN(C(=O)c4ccco4)CC3)c(C)o2)cc1 | -0.94 | i | i
CCOc1cc(N2CCOCC2)c(OCC)cc1NC(=O)CN1C(=O)NC2(CCCCCCC2)C1=O | -0.03 | i | i
CCOc1cccc(OCCOc2ccc(C(=O)c3ccccc3)cc2)c1 | -0.15 | i | i
Cc1cc(C)c2cc(C#N)c(SCC(=O)Nc3ccc4c(c3)OCO4)nc2c1 | -0.99 | i | i
Cc1c(C(=O)N2CCCc3ccccc32)oc2ccc(S(=O)(=O)N3CCOCC3)cc12 | 0.42 | i | i
Cc1ccc(-c2cc(C(=O)NCc3cccs3)no2)cc1 | -1.4 | i | i
O=C(NC1CCCCC1)C1CC(=O)N(c2ccc(Cl)cc2)C1 (stereo unspecified) | 0.01 | i | i
O=P(c1ccccc1)(c1ccccc1)C(O)c1ccc(Br)cc1 (stereo unspecified) | 0.98 | i | i
Cc1cc(S(=O)(=O)NCc2ccccc2)ccc1OCC(=O)NCc1ccncc1 | 0.19 | i | i
Cc1[nH]c2ccccc2c1N=Nc1c(C)n(C)n(-c2ccccc2)c1=O | -0.04 | i | -13.2*
CCn1c(C(O)c2ccccc2)nc2ccccc21 (stereo unspecified) | -0.07 | i | i
CC(C)(C)n1nc2c(c1NC(=O)COc1ccc(Cl)cc1)CS(=O)(=O)C2 | -0.44 | i | i
CCc1cccc(NS(=O)(=O)c2c(C)n[nH]c2C)c1 | 0.76 | i | i
Cc1c(C)n(CCc2c[nH]c3ccccc23)ccc1=O | 0.98 | i | i
O=S(=O)(Nc1ccn(-c2ccccc2)n1)c1ccc(Br)cc1 | -1.38 | i | i
Cc1nc(N2CCOCC2)[nH]c(=O)c1[N+](=O)[O-] | 1.78 | i | i
CCCCN(C)S(=O)(=O)c1cc2c3c(c1)CCC(=O)N3CCC2 | -0.4 | i | i
COc1ccccc1C(=O)NNC(=O)c1ccc2ccccc2c1 | 0.2 | i | i
O=C(O)C1=CCCNC1 | 0.39 | i | i
N/C(=N\OC(=O)CC1CCCCC1)c1cccc(Br)c1 | 0.78 | i | i
COc1cc(/C=c2\sc3n(c2=O)CCCN=3)ccc1O | 1.35 | i | i
C=CCOC(=O)C1=C[C@@H](c2ccc(C(F)(F)F)cc2)C[C@@H](OCc2ccc(CO)cc2)O1 | -0.11 | i | i
CC1CC(C)CN(C(=O)Cc2c(C(=O)O)[nH]c3ccc(Cl)cc23)C1 (stereo unspecified) | -0.34 | i | i
O=C(Nc1cc(-c2ccccc2)[nH]n1)c1ccccc1 | 0.21 | i | i

Full records, quoted from the list.
`Cc1ccc(S(=O)(=O)Nc2cccc(Oc3cnccn3)c2)cc1` across the screens: Kir21 inh: -1.56; KCNQ2 inh: i; CHT inh: i
`Cc1cc(S(=O)(=O)NCc2ccccc2)ccc1OCC(=O)NCc1ccncc1` across the screens: Kir21 inh: 0.19; KCNQ2 inh: i; CHT inh: i

Further results
Structure | Kir21 inh | KCNQ2 inh | CHT inh
Nc1nncn1C(=O)CCCN1C(=O)c2ccccc2C1=O | -0.2 | i | i
COCC(=O)N1CCC(Oc2ccc(C(=O)NCc3cnc(C)cn3)cc2)CC1 | -3.6 | i | i
Cc1nc(-c2coc3cc(O)c(C)cc3c2=O)cs1 | -0.06 | i | i
CSc1ccc(CN(C)CC(=O)NC(=O)NC(C)(C)C)cc1 | -1.18 | i | i
Cc1ccc(C(=O)NNC(=O)C2CCN(S(=O)(=O)c3ccc(C)cc3)CC2)cc1 | 0.08 | i | i
COc1cc2c(cc1OC)CN(C(=O)/C=C/c1cc(OC)c(OC)c(OC)c1)CC2 | -0.81 | i | i
COc1ccc(-n2ncc3c(=O)n(CC(=O)NC(C)C)cnc32)cc1 | -0.35 | i | i
COc1cc(NC(=O)CSc2nc3ncnc(N)c3[nH]2)c(C(=O)O)cc1OC | -0.21 | i | i
Cc1ccc(S(=O)(=O)NCc2ccc(C(=O)NCCCN3CCN(C)CC3)cc2)cc1 | -1.68 | i | i
CSc1nc2sc3c(c2c(=O)[nH]1)CCC(C)C3 (stereo unspecified) | -0.58 | i | i
Cn1c(N)c(C(=O)CNC2CCCCC2)c(=O)n(C)c1=O | 1.41 | i | i
CCOC(=O)N1CCN(C(=O)CNS(=O)(=O)c2c(C)cc(C)cc2C)CC1 | 0.5 | i | i
CCC(C)NC(=O)/C=C/c1cccs1 (stereo unspecified) | -0.04 | i | i
CN(C)S(=O)(=O)c1cc(C(=O)NCc2ccccc2)c(Cl)cc1Cl | -0.02 | i | i
COc1ccc(C(=O)NC2CCN(C(=S)Nc3ccccc3C)CC2)cc1 | -1.13 | i | i
O=C(O)c1ccc(Cn2cnc3scc(-c4ccccc4)c3c2=O)cc1 | 1.37 | i | i
COc1ccc(S(=O)(=O)N(C(=O)C(C)C)c2ccc3oc(=O)sc3c2)cc1 | 0.13 | i | i
O=C(Nc1ccccc1NC(=O)c1csnn1)c1csnn1 | -1.35 | i | i
COc1ccc(S(=O)(=O)Nc2c(NC3CCCCC3)c3ccccc3oc2=O)cc1Cl | 0.4 | i | i
O=C(NCCN1CCCC1)c1ccccc1Cl | -0.98 | i | i
Cc1ccc(S(=O)(=O)NC(C(=O)Oc2ccc3c(C(F)(F)F)cc(=O)oc3c2)c2ccccc2)cc1 (stereo unspecified) | -3.43 | i | i
O=C1C(Cc2ccccc2)C(c2ccccc2)N1c1ccccc1 (stereo unspecified) | 1.13 | i | i
COc1ccc(NC(=O)c2ncn[nH]2)cc1 | 0.18 | i | i
Cn1nnc(NC(=S)NC(=O)c2ccccc2)n1 | -0.26 | i | i
O=C(CSc1nnnn1C1CCCC1)NCCc1ccccc1 | 0.58 | i | i
OC(CN1c2ccccc2Sc2ccccc21)Cn1nnc2ccccc21 (stereo unspecified) | 0.61 | i | i
CCOC(=O)CCCNC(=O)COC(=O)c1cc2ccccc2cc1O | -0.69 | i | i
O=[N+]([O-])c1ccc(-c2nn(-c3ccccc3)cc2/C=N/n2c(-c3ccncc3)n[nH]c2=S)cc1 | 0.63 | i | i
Cc1ccc(S(=O)(=O)/N=C(/c2ccccc2)N2CCOCC2)cc1 | -0.62 | i | i
CCC(=O)Nc1sc(C(=O)N2CCCCC2)c(C)c1C#N | 2.16 | i | i
Cc1c(CCC(=O)O)c(=O)oc2c(C)c3occ(-c4ccc(Cl)cc4)c3cc12 | 0.46 | i | i
COc1ccc2c(/C=N/NS(=O)(=O)c3ccc(C)cc3)c[nH]c2c1 | 0.78 | i | i
CCC(C)(NC(=O)c1ccccn1)C(=O)NC1CCCC1 (stereo unspecified) | 0.91 | i | i
Cc1noc(C)c1CSCC(=O)Nc1nc2ccc(F)cc2s1 | -0.59 | i | i
Cc1ccc(C(=O)NCC(=O)OCC(=O)NCCNC(=O)COC(=O)CNC(=O)c2ccc(C)cc2)cc1 | 0.76 | i | i
N#CCCN(CCN1CCCC1)S(=O)(=O)c1ccc(-c2ccc([N+](=O)[O-])cc2)cc1 | 0 | i | i
Cc1nc(CN(C)Cc2nc(Cc3ccccc3Cl)no2)cs1 | 2.3 | i | i
Fc1cnc(N2CCOCC2)nc1N1CCc2ccccc21 | -0.01 | i | i
